Compound activity: PubChem, National Center for Advancing Translational Sciences (NCATS)
EPAC1 antag: blocks human EPAC1 exchange factor | O95398 | EPAC1 GEF assay, Rap1b-BODIPY-GDP exchange fluorescence | Potency, µM (highest dose often 115 µM), inactives show at the top dose activity change, negative = inhibition, most hits filed as inhibitors | actives 0.14% (n = 360,000) | AID 720709;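 also: plate controls were vehicle for no effect and positive control for full effect; nearly all actives have a fitted effect of over 50% in size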
TDP-43 yeast inh: TDP-43 toxicity inhibition in yeast; TDP-43 expressing yeast growth rescue, BacTiter-Glo, 24 h; Potency, µM (top dose mostly 46.1 µM), for the others: at the top dose growth rescue (activation), most hits filed as activators; actives 1.8% (n = 410,000); also: % of control where 0% means no effect; nearly all actives have a fitted effect of over 50% in size
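Galactose-induced TDP-43 yeast, OD600=0.02, compound pinned; 24 hr, 30 deg C; BacTiter-Glo luminescence for growth. Inhibitors of TDP-43 toxicity read as activators.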
aSyn rescue: alpha-synuclein toxicity inhibition in yeast. Yeast expressing alpha-synuclein, growth rescue, BacTiter-Glo, 24 h. Potency, µM (series often up to 46.1 µM), inactives show at the highest dose growth rescue (activation), usual class: activators. actives 0.14% (n = 370,000). AID 652106; also: % of control where 0% means no effect; nearly all actives have a fitted effect of over 65% in size
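Rescue of yeast growth: cells expressing toxic alpha-synuclein, induced in galactose at OD600 0.02, incubated with compound 24 h at 30 C. ATP luminescence quantified growth; inhibitors of toxicity appear as activators.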
PTHR1 ag: activates the human parathyroid hormone receptor PTHR1 | HEK293 GP2 PTHR1 cells, GloSensor cAMP luminescence, 1 h | Potency, µM (titrated, usually from 115 µM), for the others: at the highest dose activation, most hits filed as activators | actives 0.075% (n = 410,000) | AID 743266; also: nearly all actives have a fitted effect of over 55% in size; some results filed as inactive show a strong effect at the top dose; inactives centre near -15; many of its hits are not listed in these tables
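HEK-293-derived GP2 cells expressing PTHR1 and a GloSensor cAMP reporter, 3,000/well, plated overnight, given luciferin plus IBMX (each 0.5 mM as added) for 1 h at 37 °C, then compound for 1 h at 37 °C. Luminescence was read after 15 min at room temperature.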
EPAC1 ag: agonists of human EPAC1; actives 0.073% (n = 360,000); AID 720707; O95398; Potency, µM (highest dose often 154 µM), for the others: at the top dose activation, most hits filed as activators; EPAC1 agonist qHTS, biochemical assay; response scale: 100% = response to 6.5 mM cAMP; also: nearly all actives have a fitted effect of over 60% in size
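EPAC1 100 nM, Rap1B–BODIPY-GDP 250 nM, unlabeled GDP 50 uM; compound titration; 5 min RT; kinetic read ex480/em540 at 5-min intervals ×30 min; data normalized to 6.5 mM cAMP agonist control.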
FUS suppressor: suppressors of FUS proteinopathy in yeast | actives 0.24% (n = 390,000) | Potency, µM (series often up to 76.6 µM), for inactives: at the highest dose growth rescue (activation), most hits filed as activators | S. cerevisiae FUS-expressing, growth rescue, OD600, 24 h;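 also: plate controls were DMSO vehicle for no effect and reference control for full effect; nearly all actives have a fitted effect of over 55% in size; some results filed as inactive show a strong effect at the top dose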
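Steps: raffinose overnight preculture; dilution to OD 0.005 in 2% galactose minimal medium; compound addition (concentration series); 24hr at 30C, 99% humidity; absorbance read at 600 nm.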
EPAC2 agonist: EPAC2 (human) agonism | Q8WZA2 | EPAC2 activation, biochemical qHTS; response scale: 100% = 6.5 mM cAMP response | Potency, µM (highest dose often 154 µM), without a hit: at the highest dose activation, most hits filed as activators | actives 0.079% (n = 360,000) | AID 720711; also: nearly all actives have a fitted effect of over 50% in size
Target sequence (Q8WZA2 whole entry, looked up): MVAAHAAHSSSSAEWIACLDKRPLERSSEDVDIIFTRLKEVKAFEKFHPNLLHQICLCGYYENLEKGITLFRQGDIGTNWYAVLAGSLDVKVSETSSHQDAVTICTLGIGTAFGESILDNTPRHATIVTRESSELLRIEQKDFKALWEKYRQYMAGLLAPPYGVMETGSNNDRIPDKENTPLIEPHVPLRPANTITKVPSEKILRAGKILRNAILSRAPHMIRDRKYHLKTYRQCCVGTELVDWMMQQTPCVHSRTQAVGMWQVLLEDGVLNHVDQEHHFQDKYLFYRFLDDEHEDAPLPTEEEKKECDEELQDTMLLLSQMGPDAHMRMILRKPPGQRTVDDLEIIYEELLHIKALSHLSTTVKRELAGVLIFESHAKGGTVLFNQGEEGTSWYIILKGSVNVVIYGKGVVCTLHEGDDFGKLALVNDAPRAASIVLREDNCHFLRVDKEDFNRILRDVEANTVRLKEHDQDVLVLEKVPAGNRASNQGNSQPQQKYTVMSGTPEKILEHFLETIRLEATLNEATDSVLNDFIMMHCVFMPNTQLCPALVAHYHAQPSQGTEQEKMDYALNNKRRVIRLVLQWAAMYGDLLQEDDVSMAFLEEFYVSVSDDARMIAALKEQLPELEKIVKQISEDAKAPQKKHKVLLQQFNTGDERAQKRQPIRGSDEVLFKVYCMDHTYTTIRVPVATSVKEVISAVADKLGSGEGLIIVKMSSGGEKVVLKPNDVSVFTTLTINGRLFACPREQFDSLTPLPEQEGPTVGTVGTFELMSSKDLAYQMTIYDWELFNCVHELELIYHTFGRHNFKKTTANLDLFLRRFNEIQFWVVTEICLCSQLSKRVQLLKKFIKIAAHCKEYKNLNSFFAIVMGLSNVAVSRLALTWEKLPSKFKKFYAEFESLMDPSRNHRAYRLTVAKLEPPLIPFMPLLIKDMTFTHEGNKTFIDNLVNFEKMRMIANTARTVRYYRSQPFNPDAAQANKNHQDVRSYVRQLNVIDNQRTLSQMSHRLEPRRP
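qHTS, titration series. 100 nM EPAC2 / 250 nM Rap1B-BODIPY-GDP / 50 uM GDP; RT; ex 480/em 540 nm, 5-min reads to 30 min. Norm. to 6.5 mM cAMP = activation.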
EPAC2 antagonist: blocks human EPAC2 exchange factor; actives 0.18% (n = 360,000); Q8WZA2; AID 720708; EPAC2 GEF exchange of Rap1B-BODIPY-GDP, fluorescence; Potency, µM (top dose mostly 114 µM), for inactives: top-dose activity, negative = inhibition, most hits filed as inhibitors; also: % is scaled to controls: 0 for no effect and ±100 for the full control effect; nearly all actives have a fitted effect of over 45% in size; many of its hits are not listed in these tables
Starred values were filed as active, the others as inactive; [ ] = remark or other dose. Calls follow the shape of the dose curve; as a rule, active = well fitted curve in the direction sought with a large enough effect; inconclusive = small, poorly fitted or top-dose-only effect, or another doubt; inactive = no such curve, though single readings can be large; an effect the other way counts as inactive or inconclusive. Potency is read from the fitted curve at half-maximal effect.

O=C(CNCc1ccccn1)Nc1ccc([N+](=O)[O-])cc1C(=O)Nc1ccccc1F was read as EPAC1 antag -10%, TDP-43 yeast inh 3%, aSyn rescue 2%, PTHR1 ag inactive, EPAC1 ag 9%, FUS suppressor 15%, EPAC2 agonist 14% and EPAC2 antagonist -1%.
O=C(c1scc2c1CCCC2)N1CCOCC1 was read as EPAC1 antag 0%, TDP-43 yeast inh -4%, aSyn rescue 16%, PTHR1 ag inactive, EPAC1 ag 0%, FUS suppressor 9%, EPAC2 agonist 3% and EPAC2 antagonist 2%.
Cc1ccnc(NC(=O)c2ccc(Cl)s2)c1 was read as EPAC1 antag -2%, TDP-43 yeast inh inconclusive, aSyn rescue -17%, PTHR1 ag -7%, EPAC1 ag 12%, FUS suppressor -10%, EPAC2 agonist 3% and EPAC2 antagonist -3%.
Screening COc1cc(OC)cc(-c2sc3ccc(OC)cc3c2C#CC(C)(C)O)c1 returned EPAC1 antag -15%, TDP-43 yeast inh 11µM*, aSyn rescue 2%, PTHR1 ag 2%, EPAC1 ag -1%, FUS suppressor inconclusive, EPAC2 agonist 9% and EPAC2 antagonist -29%.
`CCC(=O)Nc1nnc(S(=O)(=O)N(CC(C)C)c2ccccc2)s1` gave EPAC1 antag -15%, TDP-43 yeast inh -16%, aSyn rescue -2%, PTHR1 ag -35%[inhibitor], EPAC1 ag 5%, FUS suppressor 18%, EPAC2 agonist 13% and EPAC2 antagonist 8%.
`Clc1ccc(CN2CCc3c([nH]c4ccccc34)C2)cc1Cl` gave EPAC1 antag -8%, TDP-43 yeast inh 7%, aSyn rescue 27%, PTHR1 ag -2%, EPAC1 ag 14%, FUS suppressor -16%, EPAC2 agonist 7% and EPAC2 antagonist 0%.
COC(=O)c1c(NC(=O)/C=C/C(=O)O)sc(Cc2ccccc2)c1C was read as EPAC1 antag -1%, TDP-43 yeast inh -22%, aSyn rescue -28%, PTHR1 ag -80%[inhibitor], EPAC1 ag -3%, EPAC2 agonist 3% and EPAC2 antagonist -9%.
Screening Cc1cc(C)c(S(=O)(=O)N2CCCOC2CNC(=O)C(=O)NCc2cccnc2)c(C)c1 (centres undefined) returned EPAC1 antag 32%[activator], TDP-43 yeast inh -28%, aSyn rescue -4%, PTHR1 ag -12%, EPAC1 ag 2%, FUS suppressor -1%, EPAC2 agonist 8% and EPAC2 antagonist 2%.
`O=C(CN1CCCCCCC1)Nc1cc(Cl)cc(Cl)c1` gave EPAC1 antag -1%, TDP-43 yeast inh -7%[9.22 µM], aSyn rescue 6%, PTHR1 ag inactive, EPAC1 ag 0%, FUS suppressor 14%, EPAC2 agonist -2% and EPAC2 antagonist 4%.
For O=C(Cc1ccc([N+](=O)[O-])cc1)N1N=C(c2ccncc2)CC1(O)C(F)(F)F (centres undefined) the results were EPAC1 antag -20%, TDP-43 yeast inh 0%, aSyn rescue -3%, PTHR1 ag inactive, EPAC1 ag 8%, FUS suppressor -11%, EPAC2 agonist 0% and EPAC2 antagonist 1%.
`CCN(CC)C(=O)C1=C(C)N(Cc2ccccc2)C(=O)C(CC(=O)NCCCN(C)C)C1` (centres undefined) gave EPAC1 antag 0%, TDP-43 yeast inh 0%, aSyn rescue 0%, PTHR1 ag -13%, EPAC1 ag -1%, FUS suppressor -18%, EPAC2 agonist 5% and EPAC2 antagonist 5%.
Cc1ccc(S(=O)(=O)Nc2nonc2C)cc1 was read as EPAC1 antag -6%, TDP-43 yeast inh 19%, aSyn rescue 4%, PTHR1 ag inactive, EPAC1 ag 11%, EPAC2 agonist 7% and EPAC2 antagonist 7%.
O=C(CSc1nc2ccccc2c(=O)n1Cc1ccc(F)cc1)NCC1CCCO1 (centres undefined) was read as EPAC1 antag -4%, TDP-43 yeast inh 24%, aSyn rescue -2%, PTHR1 ag inactive, EPAC1 ag -4%, FUS suppressor -11%, EPAC2 agonist -13% and EPAC2 antagonist 4%.
`COc1ccc(C2=C(c3ccc([N+](=O)[O-])cc3)C(=O)OC2)cc1` gave EPAC1 antag -3%, TDP-43 yeast inh -8%, aSyn rescue -5%, PTHR1 ag inactive, EPAC1 ag 3%, FUS suppressor -18%, EPAC2 agonist -2% and EPAC2 antagonist -3%.
For CC(C)N(C#N)c1nc(N2CCOCC2)nc(N2CCOCC2)n1 the results were EPAC1 antag 10%, TDP-43 yeast inh -8%, aSyn rescue 2%, PTHR1 ag inactive, EPAC1 ag 0%, FUS suppressor 6%, EPAC2 agonist -1% and EPAC2 antagonist 4%.

Continued (three carried over from the part before).
O=C(CSc1nc2ccccc2c(=O)n1Cc1ccc(F)cc1)NCC1CCCO1 (centres undefined) was read as EPAC1 antag -4%, TDP-43 yeast inh 24%, aSyn rescue -2%, PTHR1 ag inactive, EPAC1 ag -4%, FUS suppressor -11%, EPAC2 agonist -13% and EPAC2 antagonist 4%.
`COc1ccc(C2=C(c3ccc([N+](=O)[O-])cc3)C(=O)OC2)cc1` gave EPAC1 antag -3%, TDP-43 yeast inh -8%, aSyn rescue -5%, PTHR1 ag inactive, EPAC1 ag 3%, FUS suppressor -18%, EPAC2 agonist -2% and EPAC2 antagonist -3%.
For CC(C)N(C#N)c1nc(N2CCOCC2)nc(N2CCOCC2)n1 the results were EPAC1 antag 10%, TDP-43 yeast inh -8%, aSyn rescue 2%, PTHR1 ag inactive, EPAC1 ag 0%, FUS suppressor 6%, EPAC2 agonist -1% and EPAC2 antagonist 4%.
Screening O=C(c1cc2ccccc2o1)N1CCN(c2ncccn2)CC1 returned EPAC1 antag 3%, TDP-43 yeast inh 21%, aSyn rescue 25%, PTHR1 ag -4%, EPAC1 ag -2%, FUS suppressor -3%, EPAC2 agonist 0% and EPAC2 antagonist 6%.
`CN(C)c1ccc2nc3c(=O)[nH]c(=O)nc-3n(CC(O)C(O)C(O)CO)c2c1` (centres undefined) gave EPAC1 antag inconclusive, TDP-43 yeast inh -39%[inhibitor], aSyn rescue -17%, PTHR1 ag -22%, EPAC1 ag 20%, FUS suppressor -21%, EPAC2 agonist 9% and EPAC2 antagonist 3%.
For Cc1ccc(-c2ccc(CCC(=O)O)n2NC(=O)c2ccco2)cc1 the results were EPAC1 antag -5%, TDP-43 yeast inh 0%, aSyn rescue -1%, PTHR1 ag inactive, EPAC1 ag -7%, FUS suppressor -2%, EPAC2 agonist -2% and EPAC2 antagonist 4%.
For COc1ccc(OC)c(CNC(=O)CCc2nc(-c3cccs3)no2)c1 the results were EPAC1 antag 0%, TDP-43 yeast inh 0%, aSyn rescue -8%, PTHR1 ag -18%, EPAC1 ag 8%, FUS suppressor -21%, EPAC2 agonist 11% and EPAC2 antagonist 7%.
`CC1CCCCC1NC(=O)C1CCC(CNS(=O)(=O)c2ccccc2)CC1` (centres undefined) gave EPAC1 antag -9%, TDP-43 yeast inh -17%, aSyn rescue 0%, PTHR1 ag -9%, EPAC1 ag -5%, FUS suppressor 25%, EPAC2 agonist -11% and EPAC2 antagonist 15%.
Screening CCCCOC(=O)c1ccc(NC(=O)COC(=O)c2ccc3ncsc3c2)cc1 returned EPAC1 antag -10%, TDP-43 yeast inh 20%, aSyn rescue -5%, PTHR1 ag -63%[inhibitor], EPAC1 ag -10%, FUS suppressor -3%, EPAC2 agonist 9% and EPAC2 antagonist 4%.
CC(C)CNC(=O)CN1C(=O)NC2(CCCc3ccccc32)C1=O (centres undefined) was read as EPAC1 antag 16%, TDP-43 yeast inh -5%, aSyn rescue -8%, PTHR1 ag inactive, EPAC1 ag 0%, FUS suppressor -2%, EPAC2 agonist -3% and EPAC2 antagonist 10%.
Screening CCc1ccc(S(=O)(=O)NCCc2cn3ccsc3n2)s1 returned EPAC1 antag -16%, TDP-43 yeast inh 2%, aSyn rescue 0%, PTHR1 ag inactive, EPAC1 ag 8%, FUS suppressor -3%, EPAC2 agonist 1% and EPAC2 antagonist 2%.
Screening O=C(c1cc2nc(-c3ccccc3)cc(C(F)(F)F)n2n1)N1CCOCC1 returned EPAC1 antag -12%, TDP-43 yeast inh -20%, aSyn rescue -1%, PTHR1 ag -11%[57.5 µM], EPAC1 ag -5%, FUS suppressor 14%, EPAC2 agonist 6% and EPAC2 antagonist 6%.
For CC(C)NC(=O)CCn1c(=S)oc2ccccc21 the results were EPAC1 antag -15%, TDP-43 yeast inh 1%, aSyn rescue 2%, PTHR1 ag -23%, EPAC1 ag 3%, FUS suppressor -28%, EPAC2 agonist 6% and EPAC2 antagonist -4%.
Screening CC(=O)Nc1cccc(-c2ccnc3c2CC(C)(C(=O)Nc2ccc(C(C)C)cc2)O3)c1 (centres undefined) returned EPAC1 antag -30%, TDP-43 yeast inh inconclusive, aSyn rescue 1%, PTHR1 ag -26%, EPAC1 ag -1%, FUS suppressor inconclusive, EPAC2 agonist 5% and EPAC2 antagonist 1%.
CCOC(=O)c1cccc(Nc2nc(-c3cccnc3)nc3ccccc23)c1 was read as EPAC1 antag -26%, TDP-43 yeast inh 18µM*, aSyn rescue 14%, PTHR1 ag -2%, EPAC1 ag -10%, FUS suppressor 11%, EPAC2 agonist -13% and EPAC2 antagonist 3%.
`COC(=O)c1cc(Br)c(=O)n(Cc2ccc3c(c2)OCO3)c1` gave EPAC1 antag 3%, TDP-43 yeast inh 10%, aSyn rescue 1%, PTHR1 ag inactive, EPAC1 ag -1%, FUS suppressor -8%, EPAC2 agonist inconclusive and EPAC2 antagonist -15%.
Screening COC(=O)C(CCCCN1C(=O)C2C3C=CC(C3)C2C1=O)N1C(=O)C2C3C=CC(C3)C2C1=O (centres undefined) returned EPAC1 antag 6%, TDP-43 yeast inh -3%, aSyn rescue 17%, PTHR1 ag -3%, EPAC1 ag -2%, FUS suppressor 10%, EPAC2 agonist 3% and EPAC2 antagonist 8%.
`COc1ccc(-c2nnc(SCc3csc(N)n3)n2C)cc1` gave EPAC1 antag 14%, TDP-43 yeast inh -5%, aSyn rescue -12%, PTHR1 ag -4%[57.5 µM], EPAC1 ag 0%, FUS suppressor 31%, EPAC2 agonist 5% and EPAC2 antagonist 21%.
`Cc1ccccc1NC(=O)COC(=O)C1CC2CCCC(C1)C2=O` (centres undefined) gave EPAC1 antag 6%, TDP-43 yeast inh -12%, aSyn rescue -1%, PTHR1 ag inactive, EPAC1 ag 15%, EPAC2 agonist 5% and EPAC2 antagonist -2%.

Not all compounds are listed; the hit share may differ from the screen's.
